Salmonella PhoP GFP – Inhibition of PhoP regulon, Salmonella typhi GFP reporter cells, confirmation, 4 h (AID 1850) | Salmonella Typhi PhoP-promoter GFP reporter, fluorescence, 4 h; higher % means a stronger effect | one-dose inhibition, % at 50 µM; IC50 in µM for titrated hits | 310,000 tested, 0.33% active; in the data active = a potency from the dose series; inconclusive = inhibition mostly from about 25% at the one dose, without a potency; inactive = the rest, 99 in 100 with inhibition below about 19%;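 note: 0% = induced wells with vehicle and 100% = uninduced wells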
tuberculosis growth – growth inhibition of non-replicating M. tuberculosis (AID 488890); Mycobacterium tuberculosis non-replicating, growth inhibition; higher % means a stronger effect; inhibition, % at 25 µM; hits with a dose series show IC50 in µM; 320,000 tested, 0.39% active; in the data active = a potency from the dose series; inconclusive = inhibition mostly from about 82% at the one dose, without a potency; inactive = the rest, 99 in 100 with inhibition below about 76%;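 note: plate controls were DMSO cells for no effect and high antibiotic wells for full effect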
influenza NS1A – H1N1 influenza NS1A inhibitors, functional cell based assay (AID 504329); NS1A functional cell-based assay, percent inhibition; higher % means a stronger effect; 340,000 tested, 0.3% active; inhibition, % at 12.5 µM, or IC50 in µM where a hit was titrated; in the data active = a potency from the dose series; inconclusive = inhibition above about 27% without an active follow-up result; note: strong numbers were not always called active
inhibitors of VEEV – inhibitors of VEEV TC-83 cytopathic effect, confirmation, Vero cells (AID 588727); Vero cells, VEEV TC-83 cytopathic effect inhibition; higher % means a stronger effect; inhibition, % at 20 µM; hits with a dose series show IC50 in µM; 350,000 tested, 0.13% active; in the data active = a potency from the dose series; inconclusive = inhibition mostly from about 14% at the one dose, without a potency; inactive = the rest, 99 in 100 with inhibition below about 12%; note: strong numbers were not always called active
H37Rv inhibition – M. tuberculosis growth inhibition, HTS (AID 449762); inhibition, % at 25 µM; hits with a dose series show IC50 in µM; 330,000 tested, 0.59% active; M. tuberculosis H37Rv growth inhibition, 7H9 media; higher % means a stronger effect; in the data active = a potency from the dose series; inconclusive = inhibition above about 70% without an active follow-up result;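 note: bacterial growth assessed after seven days of incubation; strong numbers were not always called active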
inhibitors of VEEV 10K pilot screen – further read-out of inhibitors of VEEV, marked with its call; inhibition, %; measured here: 10K pilot screen inhibition
* = called active by the depositor; i = inactive; u = inconclusive; x = no result given; & = joins results of further samples.

SMILES | Salmonella PhoP GFP | tuberculosis growth | influenza NS1A | inhibitors of VEEV | H37Rv inhibition | others
O=C(Nc1nccs1)c1ccc(CSc2nnnn2-c2ccccc2)cc1 | -9% | 73% | 8% | 3.9% | u
O=c1oc2ccccc2cc1NCc1ccccc1O | 0% | 15% | 4% | 0.3% | -7%
O=C(N/N=C/c1ccco1)c1ccc(Br)o1 | 22% | 12% | 0% | 0.7% | -8%
COc1ccc(Nc2nc(NCc3ccco3)nc(N)c2[N+](=O)[O-])cc1 | 6% | 7% | x | 3.1% | 16%
Cc1c(Cl)ccc(S(=O)(=O)Nc2cccnc2)c1Cl | -6% | 13% | -8% | 0.7% | -10%
CCc1ccc(NC(=O)CS(=O)CC(=O)N2CCN(c3ccccc3F)CC2)cc1 (configuration not stated) | 7% | 1% | 5% | i | -2%
Cc1cccc(-c2nc(CN3CCCC(C(=O)NC4CCCCC4)C3)c(C)o2)c1 (configuration not stated) | -10% | 57% | -2% | 1.0% | u
C=CCn1c(=N)n(CC(=O)c2ccc(Br)s2)c2ccccc21 | -5% | 51% | 4% | 0.5% | 1%
COc1ccc(NC(=O)C2CCCN2C(=O)OCc2ccccc2)cc1 (configuration not stated) | 4% | 10% | 2% | 1.4% | 3%
CC(C)(C)c1cc(C(=O)N2CCc3ccccc3C2)ccn1 | 3% | 62% | 1% | i | -2%
O=C(CSc1ccc(-c2ccc(Br)cc2)nn1)NCC1CCCO1 (configuration not stated) | -10% | 31% | -5% | 0.6% | -13%
CCC(CC)C(=O)c1c[nH]c(C(=O)NCc2ccccc2)c1 | -8% | -1% | -1% | 0.7% | 8%
CCOC(=O)c1cc(C(C)=O)c(=O)n(C)c1N | -16% | -1% | 4% | 3.9% | -1%
CC(=O)Oc1oc(-c2ccccc2)nc1C=Nc1ccc(N(C)C)cc1 | -11% | u | -16% | 6.9% | -1%
Cc1cccc(Nc2nc(N)nc(CSc3nccn3C)n2)c1 | 2% | 9% | -2% | 7.8% | -5%
O=C(N/N=C/c1cccnc1)c1ccc(NC(=O)C(c2ccccc2)c2ccccc2)cc1 | -2% | 26% | -6% | 1.3% | -8%
COc1ccc([C@H]2CC(=O)C=C(c3ccc4[nH]ccc4c3)C2)cc1OC | x | -1% | 4% | 1.8% | 56%
CCOC(=O)C1CCN(C(=O)CCc2nc3sc4c(c3c(=O)[nH]2)CCCC4)CC1 | 2% | 44% | -4% | 0.6% | -4%
C=CCc1ccc(OC)cc1 | -8% | 1% | -3% | i | -9%
Cc1nc(C(F)(F)F)ccc1C(=O)N1CCCCC1 | -3% | -5% | -1% | 0.1% | 3%
COc1ccc2c(c1)C(=O)CC(O)(C(F)F)O2 (configuration not stated) | 14% | 0% | -3% | 4.3% | -2%
COc1ccc(NC(=O)CCNS(=O)(=O)c2cccc3nonc23)cc1Cl | 9% | 12% | -5% | 5.9% | 5%
O=C(N/N=C/c1ccc(Cl)c(Cl)c1)c1ccc2nc[nH]c2c1 | 1% | 4% | 4% | i | -4%
CCn1c(CSc2ncccn2)nnc1SCC(=O)N1CCCCC1 | -3% | 11% | 4% | i | 3%
c1ccc2c(c1)nc1n2CCN1CCN1CCCC1 | 4% | -19% | -6% | 0.1% | -4%
SMILES | Salmonella PhoP GFP | tuberculosis growth | influenza NS1A | inhibitors of VEEV | H37Rv inhibition | others
COC(=O)CCC(=O)OC1(C)C(=O)C2=CN(C3CC3)C(c3ccc(OC)cc3)=CC2=C(Br)C1=O (configuration not stated) | -8% | 18% | 6% | 0.2% | u
CC(=O)N(CC(=O)N(CC(=O)O)c1ccc(Cl)cc1)c1ccc(Cl)cc1 | x | x | -21% | 4.3% | x
O=C1CCC/C=C\C[C@@H](CC(=O)N(CCO)Cc2ccccc2)C(=O)N[C@H](Cc2c[nH]c3ccccc23)CO1 | x | 44% | -4% | 0.8% | -3%
Cc1nc2ccccc2nc1N/N=C/c1ccc(O)cc1O | 31% | 18% | 14µM* | 11% | 1%
COCCC(=O)N1CCC(Oc2ccc(C(=O)N3CCCCCCC3)cc2)CC1 | -10% | -5% | 13% | 1.0% | -1%
O=C(NCCc1c[nH]c2ccccc12)Nc1ccccc1 | -7% | 25% | 3% | 4.5% | 6%
O=c1[nH]nc(CSCc2ccccc2Cl)[nH]1 | -7% | -1% | 1% | i | -5%
c1ccc(-c2nnc(CN3CCC4(CC3)OCCO4)o2)cc1 | 9% | 78% | -1% | 1.6% | 2%
COC(=O)[C@H](NCc1ccc(OC)c(B(O)O)c1)C(C)C | x | x | -6% | 0.7% | x
NC(=O)NC(=O)C(c1ccccc1)N1CCN(S(=O)(=O)Cc2ccccc2)CC1 (configuration not stated) | x | 23% | 0% | 2.0% | 6%
Cc1cc(C)nc(N2CCC(C(=O)Nc3ccc4c(c3)OCO4)CC2)n1 | 2% | 12% | -1% | i | -5%
CCc1c(C)sc(NC(=O)CCc2ccc(OC)cc2)c1C(N)=O | -2% | -8% | 9% | 6.1% | 7%
CCN(Cc1ccccc1)S(=O)(=O)c1c(C)n(C)c(=O)n(C)c1=O | 2% | -1% | -10% | 0.2% | -8%
O=C(/C=C/c1cccc(Br)c1)c1ccc2c(c1)OCO2 | 7% | u | -3% | 1.3% | 68%
O=S(=O)(Cc1nc2ccccc2s1)c1ccccc1 | -2% | 3% | 0% | 0.8% | 1%
Cc1ccc(C2=NS(=O)(=O)N(C)C(C(=O)NCc3ccco3)=C2)cc1 | 5% | 9% | 5% | 0.2% | -8% | inhibitors of VEEV 10K pilot screen=0.2
CCOc1ccc2nc(NCCCNS(=O)(=O)c3ccccc3)c(C#N)cc2c1 | -17% | 23% | -21% | 3.1% | 6%
COc1ccc(CN2CCCC(CNC(=O)c3ccc(F)cc3)C2)cc1OC (configuration not stated) | 2% | -7% | 3% | i | -5%
COc1ccc(CC(=O)NCCc2ccc(Cl)cc2Cl)cc1 | 2% | 31% | -8% | i | 6%
CN(C)c1ccc(C(=O)N2CCNC(=O)C2CC(=O)Nc2ccc(F)cc2)cc1 (configuration not stated) | -4% | -17% | -5% | 2.0% | -11%
O=c1cc(-c2ccccc2F)nc(-c2ccccc2F)o1 | 1% | u | -1% | 0.4% | 53%
O=C(Nc1nccs1)c1csc2c1CCCC2 | -3% | u | 13% | 6.0% | u
O=C(NCc1ccccc1)C(c1ccco1)N(C(=O)c1csnn1)c1ccccc1 (configuration not stated) | 1% | 1% | -9% | 1.0% | 1%
COc1ccc(-c2noc(CCCC(=O)NC3CCCC3)n2)cc1OC | 16% | -25% | 2% | 1.1% | -2%
O=C(NCc1cc([N+](=O)[O-])ccc1O)c1cc(-c2ccncc2)nc2ccccc12 | -8% | -7% | 7% | 7.1% | -6%

Molecules above that contain two or more sulfur atoms (4):
SMILES | Salmonella PhoP GFP | tuberculosis growth | influenza NS1A | inhibitors of VEEV | H37Rv inhibition | others
O=C(Nc1nccs1)c1ccc(CSc2nnnn2-c2ccccc2)cc1 | -9% | 73% | 8% | 3.9% | u
CCn1c(CSc2ncccn2)nnc1SCC(=O)N1CCCCC1 | -3% | 11% | 4% | i | 3%
O=S(=O)(Cc1nc2ccccc2s1)c1ccccc1 | -2% | 3% | 0% | 0.8% | 1%
O=C(Nc1nccs1)c1csc2c1CCCC2 | -3% | u | 13% | 6.0% | u

Following part:
SMILES | Salmonella PhoP GFP | tuberculosis growth | influenza NS1A | inhibitors of VEEV | H37Rv inhibition | others
O=C(O)CCn1c(SCCOc2ccccc2)nc2ccccc21 | 0% | 7% | -2% | 0.4% | 7%
N#Cc1ccc(CN2CCN(C(=O)CCNS(=O)(=O)c3ccc(F)c(Cl)c3)CC2)cc1 | x | 21% | -1% | i | -3%
c1csc(CNc2nc(-c3cccs3)nc3ccccc23)c1 | 0% | 37% | -2% | 5.2% | u
CCOC(=O)N1CCN(CC(O)c2c[nH]c3ccccc23)CC1 (configuration not stated) | 1% | -7% | -4% | 0.2% | -5%
CCC(CC)C(=O)Nc1ccccc1NC(C)=O | 1% | -7% | 3% | 0.2% | 8% | inhibitors of VEEV 10K pilot screen=0.8
S=c1[nH]nc(-c2cc(-c3ccco3)[nH]n2)n1-c1ccccc1Cl | 7% | -13% | 2% | 9.1% | -8%
CC(OC(=O)CN(C)S(=O)(=O)c1ccc(Cl)cc1)C(=O)Nc1ccc(N2CCOCC2)cc1 (configuration not stated) | x | x | -5% | i | x
O=C(COC(=O)c1cccc(C(F)(F)F)c1)NC(=O)NC1CCCC1 | x | 62% | -6% | 2.3% | -9%
c1ccc2c(c1)OCCc1c-2[nH]c2ccccc12 | 7% | 10% | -4% | i | 9%
CCC(C)NC(=O)C1CCC(CNS(=O)(=O)c2ccc3c(c2)CC(C)N3C(=O)C2CC2)CC1 (configuration not stated) | 1% | 9% | 2% | i | 8%
O=C(N/N=C/c1cccc(O)c1)c1cc(C2CC2)nc2ccccc12 | 2% | -6% | 6% | i | -4%
C=CCn1c2ccccc2c2nn(C)c(=S)nc21 | 3% | 5% | 21% | 0.6% | 7%
CC(C)(C)c1ccc(C(=O)CSc2n[nH]c(=O)[nH]c2=O)cc1 | 3% | 69% | -6% | i | 7.7µM*
O=C(Nc1cccc(Br)c1)c1ccccc1-c1ccccc1 | -2% | 52% | 35% | 1.7% | -1%
O=C(c1ccco1)N1CCN(Cc2nc(-c3cccs3)no2)CC1 | -1% | 3% | -10% | 0.9% | -1%
CCCC(=O)NC(Nc1ccc(S(=O)(=O)Nc2cc(C)on2)cc1)(C(=O)OCC)C(F)(F)F (configuration not stated) | 6%&-1% | 60% | -3% | 6.3% | -6%
Cc1cc(NC(=O)CN2CCOCC2)n(-c2ccccc2)n1 | 5% | -14% | x | i | -5%
O=C(NCc1cn(-c2ccccc2)nc1-c1ccccc1)c1ccc([N+](=O)[O-])cc1 | 4% | -5% | 4% | 0.2% | 10%
CCN1C[C@@]2(COC)C3[C@@H](OC)[C@H]4[C@@H]1[C@@]3(C1C[C@H]3[C@H](O)C1[C@]4(O)C[C@H]3OC)[C@@H](OC)C[C@H]2O (some centres not stated) | 12% | 3% | 0% | 1.1% | 6%
Cc1cc(C(=O)NCC2CCCO2)n(-c2ccccc2)n1 (configuration not stated) | -1% | 0% | 6% | i | -2%
Nc1ccc(C(=O)Nc2ccc3c(O)cc(S(=O)(=O)O)cc3c2)cc1 | x | x | 5% | 4.8% | x
CC1CCc2c(C(=O)N3CCN(S(=O)(=O)c4cccs4)CC3)csc2C1 (configuration not stated) | -5% | 27% | 1% | i | -3%
C=CCn1c(SCC(=O)NCCc2ccccc2)nc2c([nH]c3ccccc32)c1=O | -10% | 3% | -12% | 3.1% | -12%
O=C(NCc1ccccc1)C1=C[C@@H](c2ccc(Br)cc2)C[C@@H](OCc2ccc(CO)cc2)O1 | -12% | 41% | 4% | 3.9% | 4%
COc1ccc(C(=O)Nc2nnc(Cc3cccs3)s2)cc1OC | 1% | -8% | 0% | i | 0%
SMILES | Salmonella PhoP GFP | tuberculosis growth | influenza NS1A | inhibitors of VEEV | H37Rv inhibition | others
O=C(CCS(=O)(=O)c1ccccc1)Nc1nc2c(s1)COc1ccccc1-2 | 0% | u | -1% | 23% | u
CCOc1cccc(=O)c2c(C)n(-c3ccc(C(=O)O)cc3)c(C)c12 | -2% | 13% | -3% | 1.0% | -2%
S=c1nc[nH]c2c1cnn2Cc1ccccc1 | 0% | 27% | -11% | 2.0% | 1%
CC(=O)Nc1cccc(OCCCNS(=O)(=O)c2ccc(F)cc2)c1 | 9% | 1% | -22% | i | -8%
CC(Cc1c[nH]c2ccccc12)C(=O)NCc1ccco1 (configuration not stated) | -2% | 0% | 24% | 0.8% | 1%
CCOC(=O)Nc1cc(NC(=O)OCC)c(C)nc1C | 0% | -1% | 2% | 0.7% | -3%
Cc1cccc(C(=O)Oc2c(Br)cc(Br)cc2/C=N/NC(=O)c2ccncc2)c1 | 9% | -9% | 6% | i | 7%
C/C(=N\N(C)C)C1=C(O)c2ccccc2C1=O | -8% | 5% | -7% | 0.6% | 1%
COc1cc2cc(CCOC(=O)c3ccc(C#N)cc3)oc(=O)c2cc1OC | x | 8% | -7% | 0.8% | -3%
CCn1nc(C)c(CN2CCC(Oc3ccc(C(=O)N4CCCC4)cc3)CC2)c1C | 8% | 40% | 2% | i | 16%

In the list so far, 2 have a tert-butyl group:
SMILES | Salmonella PhoP GFP | tuberculosis growth | influenza NS1A | inhibitors of VEEV | H37Rv inhibition | others
CC(C)(C)c1cc(C(=O)N2CCc3ccccc3C2)ccn1 | 3% | 62% | 1% | i | -2%
CC(C)(C)c1ccc(C(=O)CSc2n[nH]c(=O)[nH]c2=O)cc1 | 3% | 69% | -6% | i | 7.7µM*

High-throughput results: PubChem, Southern Research Specialized Biocontainment Screening Center
